From PubChem BioAssay
T cell HTS: modulators of CD8 T cell-vesicle binding, primary screen, mouse 2C CD8+ T cells, flow cytometry; 2C CD8+ T cell-vesicle binding; active compounds read low; calls only at 7 µM; 0.068% of 330,000 active;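 active = response, share of CD8 T cells binding vesicles, and their 90th percentile fluorescence all below set limits, cut at about 80% in these data, passing the limit was not always enough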
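Read-out – percent CD8+ FL2 mean versus row control · System – murine 2C transgenic CD8+ T lymphocytes · Times – 1.5 h cell–vesicle binding at 37 °C, then 20 min icy labelling · Control set – naked vesicles low, QL9 vesicles with vehicle high · Detection – cytometric PE anti-B7-1 and Alexa647 anti-CD8 signals after 1% paraformaldehyde fixation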
T cell HTS vesicle-bound %: also measured in T cell HTS; calls as there; double positive events, %; measured here: CD8+ vesicle-bound cell fraction;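 binding gate set so that unloaded-vesicle control wells show 10% double positive cells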
Active calls of the source: *; i = inactive.

molecule	T cell HTS	T cell HTS vesicle-bound %
CCOc1cc(/C=C(\C#N)C(=O)Nc2ccccc2C(=O)O)ccc1OC(=O)c1ccc(C)cc1	i	25
CN(CC(=O)Nc1cccc(F)c1)C(=O)c1ccc(NC2CC2)c([N+](=O)[O-])c1	i	56
Cc1ccc(-n2nc3c(c2NC(=O)c2cccs2)CS(=O)(=O)C3)cc1C	i	14
COc1cc(C2SCC(=O)N2Cc2ccccc2)cc(OC)c1OC (stereo unspecified)	i	28
CCC(CC)C(=O)Nc1cccc(-c2ccc3nncn3n2)c1	i	49
CN(CCOc1ccc(Cl)cc1)C(=O)c1ccc2c(=O)n3c(nc2c1)CCC3	i	44
O=C(COC(=O)c1cc(-c2ccccc2)nc2ccccc12)NC1CC1	i	36
O=C(NCCCC1CCCC1)C1CCC(=O)N(Cc2cccc(C(F)(F)F)c2)C1 (stereo unspecified)	i	14
C/C(=C\c1cc2ccccc2o1)C1Nc2cccc3cccc(c23)N1	i	15
O=C(/C=C/c1ccccc1Cl)N1CCOCC1	i	53
COc1ccc(NC(=O)c2ccc3c(c2)N(C)CCS3)cc1	i	31
COCC(=O)N1CCc2ccc(NC(=O)c3ccccc3Cl)cc2C1	i	13
CS(=O)(=O)Cc1ccc(C(=O)NC2CCN(Cc3ccccc3)C2)cc1 (stereo unspecified)	i	29
COc1cccc(CNC(=O)c2cccc(S(=O)(=O)N3CCN(C)CC3)c2)c1	i	66
CC(=O)NC(C)Cc1cn(Cc2ccccc2)c2ccccc12 (stereo unspecified)	i	30
O=C(CN1C(=O)CSc2ccc(S(=O)(=O)N3CCCCC3)cc21)NCc1ccccc1Cl	i	28
O=S1(=O)CCOC[C@H](CC2CCCCC2)N1Cc1ccccc1	i	25
COc1cc(CN(CC2CCCO2)C(=O)c2ccco2)cc(OC)c1OC (stereo unspecified)	i	3
COc1ccc(OC)c(CNC(=O)C(C)n2nc(C)c3c(C)n(-c4ccccc4)nc3c2=O)c1 (stereo unspecified)	i	23
O=C(CNC(=O)c1nn(Cc2ccccc2)c(=O)c2ccccc12)Nc1ccc(F)c(F)c1F	i	22
Cc1ccc2c(CN3CCN(S(=O)(=O)c4ccccc4C(F)(F)F)CC3)cc(=O)oc2c1	i	28
O=C(Nc1ccccc1C(=O)Nc1ccccc1)c1ccccc1F	i	32
O=C(NNS(=O)(=O)c1ccccc1)c1ccccc1-n1cccc1	i	23
O=C(NCc1cccnc1)Nc1cccc(Cl)c1	i	56
CC1=C(C)C(=O)N(C(C)CCc2ccccc2)C1=O (stereo unspecified)	i	26
Oc1ccc(/C=N/Nc2ccc(Cl)nn2)c(O)c1O	i	49
O=C(CN1C(=O)C2CCCCC2C1=O)Nc1cc([N+](=O)[O-])ccc1F (stereo unspecified)	i	24
COc1ccc(C(=O)NCCSCc2ccccc2Cl)cc1OC	i	58
CCCn1c(=O)c2c(ncn2C)n(CCC)c1=O	i	20
Cc1noc(/C=C/N(C)C)c1S(=O)(=O)N1CCCC(C(=O)Nc2ccc(F)cc2F)C1 (stereo unspecified)	i	5
COc1ccccc1/C=C1\SC(=S)N(CCC(=O)Nc2nnc(C)s2)C1=O	i	37
Cc1ccc(N(CC(=O)N(C)Cc2ccccc2)S(C)(=O)=O)cc1C	i	40
COc1ccc(/C=C/C(=O)NCCc2c[nH]c3ccccc23)cc1OC	i	50
CCCN1C2CCCC1CC(NC(=O)c1ccccc1OC)C2 (stereo unspecified)	i	34
CCCNC(=O)C(Cc1cccc(C#N)c1)NC(=O)c1cccc([N+](=O)[O-])c1 (stereo unspecified)	i	13
COc1cc(CN2CCC(C)CC2)ccc1OCc1ccccc1	i	57
COc1cccc(NC(=O)CN(C)C(=O)CN2C(=O)NC(C)(c3ccc(C)cc3)C2=O)c1 (stereo unspecified)	i	40
CCC1(CC)NC(=O)N(CC(=O)OCC(=O)c2ccccc2OC)C1=O	i	22
N#CC(C#N)=Cc1c(N2CCN(c3ccccc3)CC2)nc2ccccn2c1=O	i	57
O=C(NC1CCCc2c1cnn2-c1cc(F)cc(F)c1)c1ccccn1 (stereo unspecified)	i	39

Quoted at random: 5 compounds from above
molecule	T cell HTS	T cell HTS vesicle-bound %
O=C(CN1C(=O)C2CCCCC2C1=O)Nc1cc([N+](=O)[O-])ccc1F (stereo unspecified)	i	24
O=C(NNS(=O)(=O)c1ccccc1)c1ccccc1-n1cccc1	i	23
N#CC(C#N)=Cc1c(N2CCN(c3ccccc3)CC2)nc2ccccn2c1=O	i	57
CCCN1C2CCCC1CC(NC(=O)c1ccccc1OC)C2 (stereo unspecified)	i	34
CCCn1c(=O)c2c(ncn2C)n(CCC)c1=O	i	20

Next records follow:
molecule	T cell HTS	T cell HTS vesicle-bound %
CC(OC(=O)Cn1[nH]c(=O)c2ccccc2c1=O)C(=O)Nc1ccc(Cl)cn1 (stereo unspecified)	i	35
COc1ccc(-c2cc3ccc(OCC(C)=O)cc3oc2=O)cc1OC	i	29
Cc1nnc(NC(=O)CCS(=O)(=O)Cc2ccccc2)s1	i	33
COc1ccc(OC)c(/C=C/C(=O)c2ccc3c(c2)OCCO3)c1	i	37
CC(C)[C@H](NC(=O)c1ccc(Cl)cc1Cl)C(=O)NNc1cccc(C(=O)O)c1	i	42
COc1cccc(NS(=O)(=O)c2ccc3c(c2)NC(=O)CC(=O)N3)c1	i	3
COc1ccc(S(=O)(=O)N(C)C)cc1NC(=O)COC(=O)Cn1cnc2ccccc2c1=O	i	35
Cc1ccc(S(=O)(=O)N(C)C)cc1NC(=O)COC(=O)/C=C/c1ccc(F)cc1	i	40
CCOC(=O)c1cc2c(OC)ccc(OC)c2n1CC(=O)c1ccccc1	i	54
CC1CCN(c2ccccc2NC(=O)c2ccc(Br)o2)CC1	i	22
CCSc1ccc([C@@H]2[C@H]3C(=O)N(CC)C(=O)[C@H]3[C@]3(C(=O)OC)CCCCN23)cc1	i	18
COc1ccc(C(C(=O)NC(C)(C)C)N(C(=O)CCC(=O)Nc2cc(C)on2)c2c(C)cccc2C)cc1 (stereo unspecified)	i	38
COc1ccc(/C=N/NC(=O)c2ccc(NC(=O)C3CCCCC3)cc2)cc1O	i	21
CCCCc1cc(=O)oc2cc(OC(C)C(=O)NCC3CCC(C(=O)O)CC3)c(Cl)cc12 (stereo unspecified)	i	27
O=[N+]([O-])c1cc([N+](=O)[O-])c2nonc2c1Nc1ccccc1O	i	20
COc1cccc(NC(=O)c2ccc(N3C(=O)C4CC=C(C)CC4C3=O)cc2)c1 (stereo unspecified)	i	7
CCC(C)c1ccccc1NC(=O)COC(=O)C1=NN(c2ccccc2)C(=O)CC1 (stereo unspecified)	i	48
CCCC(C)NC(=O)C1CC(=O)N(CCc2ccc(F)cc2)C1 (stereo unspecified)	i	64
CCC(=O)Nc1ccc(C2C(=O)c3ccccc3C2=O)cc1	i	46
COc1ccccc1NC(=O)C(C)OC(=O)C1CC(=O)N(c2ccc3c(c2)OCCO3)C1 (stereo unspecified)	i	36

Overlap with the part before: two compounds, then new ones.
Values run as follows: T cell HTS	T cell HTS vesicle-bound %
CCC(=O)Nc1ccc(C2C(=O)c3ccccc3C2=O)cc1
  i	46
COc1ccccc1NC(=O)C(C)OC(=O)C1CC(=O)N(c2ccc3c(c2)OCCO3)C1 (stereo unspecified)
  i	36
O=C(CCC(=O)c1cccs1)NNC(=O)c1ccccc1Cl
  i	4
CC(OC(=O)c1cccc(-n2cnnn2)c1)C(=O)NCc1ccccc1 (stereo unspecified)
  i	52
O=C(CCCN1C(=O)/C(=C\c2ccco2)SC1=S)Nc1ccc(O)cc1C(=O)O
  i	33
CC1(c2ccc3ccccc3c2)NC(=O)N(CC(=O)NCC(C)(C)N2CCOCC2)C1=O (stereo unspecified)
  i	5
CCOc1ccccc1OCC(=O)Nc1ccc2[nH]c(=O)[nH]c2c1
  i	19
COC(=O)C1=C(C)NC(=O)NC1c1ccccc1Cl (stereo unspecified)
  i	58
COc1ccc(-c2cc(C)no2)cc1S(=O)(=O)N(C)c1ccc(C)c(C)c1
  i	38
CC(=O)Nc1ccc(NC(=O)CC(NC(=O)c2ccccc2)c2ccccc2)cc1 (stereo unspecified)
  i	14
CN(C)/C=C1\C(=O)Oc2ccccc2C1=O
  i	36
Cc1cc(C)c2nc(C)cc(N/N=C/c3ccc(O)cc3)c2c1
  i	46

Some values from the list:
For T cell HTS vesicle-bound %, CCCn1c(=O)c2c(ncn2C)n(CCC)c1=O is listed with 20
For T cell HTS vesicle-bound %, Oc1ccc(/C=N/Nc2ccc(Cl)nn2)c(O)c1O is listed with 49

(list continues)
Values run as follows: T cell HTS	T cell HTS vesicle-bound %
COc1ccc(CC(=O)N(C)Cc2cccc(OC)c2OC)cc1S(=O)(=O)N1CCOCC1
  i	22
COCCN(C(=O)COC(=O)c1cccnc1Cl)c1c(N)n(Cc2ccccc2)c(=O)[nH]c1=O
  i	47
COCCN(C(=O)COC(=O)CCS(=O)(=O)c1ccccc1)c1c(N)n(Cc2ccccc2)c(=O)[nH]c1=O
  i	56
CN1C(=O)/C(=C\c2ccc(N(C)C)cc2)OC1=S
  i	49
COc1cccc(NC(=O)CSc2nnc(-c3ccoc3C)n2C)c1
  i	46
Cc1nc2ccccc2c2oc(C(=O)NCCCN3CCCC(C)C3)cc12 (stereo unspecified)
  i	42
CC(C)(C)NC(=O)C(c1ccc(F)cc1)N(CC1CCCO1)C(=O)c1csnn1 (stereo unspecified)
  i	21
Cc1ccc2[nH]cc(CCNC(=O)c3cccs3)c2c1
  i	27
COc1ccccc1C(=O)NC(=O)COC(=O)Cc1ccccc1[N+](=O)[O-]
  i	38
Cc1ccc(NS(=O)(=O)c2ccc(C(=O)NCCCN3CCCC3=O)cc2)cc1
  i	27
CCCCN(CC)CCCNC(=O)c1cn(-c2ccc(OC)cc2)c(=O)c2ccccc12
  i	38
COc1ccc(CCNC(=O)c2ccc(NC3=NC4CS(=O)(=O)CC4S3)cc2)cc1OC (stereo unspecified)
  i	21
COc1cc(/C=C(/C#N)C(=O)NCCCc2ccccc2)ccc1OCC(=O)O
  i	58
CC1=NN(C(N)=S)C(=O)C1N=Nc1ccc(C)c(Br)c1 (stereo unspecified)
  i	35
COc1ccc(C(=O)CCC(=O)NCCc2ccccc2F)cc1
  i	42
CC(=O)N1CCOc2ccc(S(=O)(=O)NCc3ccc(C)cc3)cc21
  i	17
Cc1cccc(C(=O)NC(=S)NCc2ccccc2)c1
  i	30
COc1ccc(C(=O)NC(=S)NNC(=O)c2ccco2)cc1
  i	17
O=C(CSc1nnc(-c2cccnc2)o1)N1CCCCC1
  i	35
COc1ccc(Cl)cc1NC(=O)C1CCN(C(=O)Nc2ccccc2)CC1
  i	25
C#CCOCCOCCOCCNc1nc(N2CCN(C(=O)[C@H](CCC(=O)O)n3cc([C@@H](N)[C@H](C)CC)nn3)CC2)nc(N2CCN(C(=O)[C@H](CCC(=O)O)n3cc([C@@H](N)CCSC)nn3)CC2)n1
  i	3
NS(=O)(=O)c1cccc(NC(=O)c2ccno2)c1
  i	19
Cc1ccc(NS(=O)(=O)c2cccc(C(=O)N3CCCCCC3)c2)cc1
  i	25
CCOC(=O)c1c(-c2ccco2)csc1NC(=O)COC(=O)c1cnccn1
  i	34
CC(C(=O)NCCCc1ccccc1)n1cccc1C(=O)c1ccccc1 (stereo unspecified)
  i	0
CCOc1ccc(C(=O)Nc2nnc(SCC(=O)NCC3CCCO3)s2)cc1 (stereo unspecified)
  i	56
COc1ccc(NC2CCCN(C(=O)c3ccc4[nH]c(C)c(C)c4c3)C2)cc1 (stereo unspecified)
  i	25
Cc1ccc(-c2cc(C(=O)NNC(=O)c3csc(N4CCOCC4)n3)c3ccccc3n2)cc1
  i	17
COc1ccc(CN2CCc3ccc(NC(=O)CCc4ccccc4OC)cc3C2)c(O)c1
  i	33
NNC(=O)c1[nH]c2ccccc2c1-c1ccccc1
  i	57
CCCCSCCCNC(=O)c1ccc(CS(=O)(=O)c2ccc(OC)cc2)o1
  i	10
CCOC(=O)c1c(C)[nH]c(C)c1S(=O)(=O)NCCN1CCN(c2cc(Cl)ccc2C)CC1
  i	32
O=C(COC(=O)c1ccc(F)cc1)Nc1ccc2c(c1)OCO2
  i	38
CC(C)(C)c1ccccc1NC(=O)CN1C(=O)NC(Cc2ccccc2)C1=O (stereo unspecified)
  i	44
CC(C)(C)OC(=O)N1CCC(NC(=O)c2[nH]cnc2C(=O)Nc2ccc(Cl)cc2)CC1
  i	40
CN(CC(=O)Nc1cccc(F)c1)C(=O)c1ccc(COc2ccccc2)o1
  i	62
CCC(CO)Oc1cc(NC(=O)Cc2ccccc2F)c2ncn(C(C)C)c2c1 (stereo unspecified)
  i	20
CC1C(=O)N2CCCc3cc(NC(=O)c4ccccc4Br)cc1c32 (stereo unspecified)
  i	38
CC1CCCCC1NC(=O)CN1C(=O)COc2ccccc21 (stereo unspecified)
  i	12
O=C(C1CC(=O)N(C2CCCC2)C1)N1CCN(c2ccccc2)CC1 (stereo unspecified)
  i	64
O=C(Nc1c2c(nn1-c1cccc(Cl)c1)CS(=O)C2)c1ccc2c(c1)OCO2 (stereo unspecified)
  i	63

Part of the list above in order of formula weight, highest first.
Values run as follows: T cell HTS	T cell HTS vesicle-bound %
Cc1ccc(S(=O)(=O)N(C)C)cc1NC(=O)COC(=O)/C=C/c1ccc(F)cc1
  i	40
CCSc1ccc([C@@H]2[C@H]3C(=O)N(CC)C(=O)[C@H]3[C@]3(C(=O)OC)CCCCN23)cc1
  i	18
CCOC(=O)c1c(-c2ccco2)csc1NC(=O)COC(=O)c1cnccn1
  i	34
O=C(NC1CCCc2c1cnn2-c1cc(F)cc(F)c1)c1ccccn1 (stereo unspecified)
  i	39
NNC(=O)c1[nH]c2ccccc2c1-c1ccccc1
  i	57

Not all compounds are listed; rates above refer to the full screens.
